Screens as filed in PubChem BioAssay.
ANO1 activ = activates or potentiates the mouse TMEM16A chloride channel; HEK293 TMEM16A/YFP-H148Q/I152L, iodide quench fluorescence; hits give low values; B-score at 10 µM; actives 0.3% (n = 340,000);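 active means fluorescence-ratio B-score plate-corrected deviation score at least 3 library SD below zero, with starting fluorescence score within 5 deviations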;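 further: channel opened by trigger with iodide after compound preincubation; score built on the fluorescence ratio of max minus min over baseline; more negative score means more quench and so TMEM16A activation or potentiation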
TRPC4 PAM = allosterically enhances the mouse TRPC4 cation channel; Q9QUQ5; HEK293 TRPC4beta/mu-opioid, DAMGO EC20, Fluo-4 Ca2+ flux; hits give high values; actives 0.42% (n = 310,000); B-score at 10 µM;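 active means B-score of calcium response area above 5 SD of library B-scores, with initial fluorescence ratio within 5 SD of library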;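 further: B-score of integrated fluorescence ratio over time as area under calcium response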
MrgX1 ag = agonists of human MrgX1 receptor | Q96LB2 | MrgX1-HEK293 cells, Fluo-4 calcium fluorescence, agonist mode; hits give high values | B-score at 10 µM | actives 0.44% (n = 310,000) | AID 588627;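 active means calcium response B-score plate-corrected fluorescence ratio at least 3 library SD, with starting fluorescence B-score inside 5 SD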
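Test system: HEK293 cells stably expressing human MrgX1 receptor; amount: 15,000 cells per well; doses: compound delivered in addition one of three; times: overnight plating before 1 h dye loading; detection: Fluo-4 NW calcium-flux fluorescence, kinetic read; read-out basis: B-scored fluorescence response ratio; controls: positive and negative controls per plate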
MrgX1 antag = blocks BAM8-22 activation of human MrgX1 receptor. Q96LB2. MRGX1-HEK293 calcium flux, Fluo-4, BAM8-22 antagonism; hits give low values. B-score at 10 µM. actives 1.3% (n = 310,000). AID 588676;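 active means calcium-response B-score plate-corrected more than 3 library SD below zero, starting fluorescence within 5 deviations, no agonist response on first addition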;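 further: peak minus trough fluorescence over baseline after final BAM8-22 challenge near maximal dose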
TRPC6 activator = mouse TRPC6 channel activation; B-score at 10 µM; actives 0.13% (n = 310,000); Q61143; HEK293-TRPC6 membrane potential dye fluorescence; hits give high values;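 active means B-score of the integrated fluorescence ratio above library mean plus 3 SD, and starting fluorescence ratio within library mean plus 5 SD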;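 further: higher score means more depolarization so channel activation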
Target sequence (Q61143 whole entry, looked up): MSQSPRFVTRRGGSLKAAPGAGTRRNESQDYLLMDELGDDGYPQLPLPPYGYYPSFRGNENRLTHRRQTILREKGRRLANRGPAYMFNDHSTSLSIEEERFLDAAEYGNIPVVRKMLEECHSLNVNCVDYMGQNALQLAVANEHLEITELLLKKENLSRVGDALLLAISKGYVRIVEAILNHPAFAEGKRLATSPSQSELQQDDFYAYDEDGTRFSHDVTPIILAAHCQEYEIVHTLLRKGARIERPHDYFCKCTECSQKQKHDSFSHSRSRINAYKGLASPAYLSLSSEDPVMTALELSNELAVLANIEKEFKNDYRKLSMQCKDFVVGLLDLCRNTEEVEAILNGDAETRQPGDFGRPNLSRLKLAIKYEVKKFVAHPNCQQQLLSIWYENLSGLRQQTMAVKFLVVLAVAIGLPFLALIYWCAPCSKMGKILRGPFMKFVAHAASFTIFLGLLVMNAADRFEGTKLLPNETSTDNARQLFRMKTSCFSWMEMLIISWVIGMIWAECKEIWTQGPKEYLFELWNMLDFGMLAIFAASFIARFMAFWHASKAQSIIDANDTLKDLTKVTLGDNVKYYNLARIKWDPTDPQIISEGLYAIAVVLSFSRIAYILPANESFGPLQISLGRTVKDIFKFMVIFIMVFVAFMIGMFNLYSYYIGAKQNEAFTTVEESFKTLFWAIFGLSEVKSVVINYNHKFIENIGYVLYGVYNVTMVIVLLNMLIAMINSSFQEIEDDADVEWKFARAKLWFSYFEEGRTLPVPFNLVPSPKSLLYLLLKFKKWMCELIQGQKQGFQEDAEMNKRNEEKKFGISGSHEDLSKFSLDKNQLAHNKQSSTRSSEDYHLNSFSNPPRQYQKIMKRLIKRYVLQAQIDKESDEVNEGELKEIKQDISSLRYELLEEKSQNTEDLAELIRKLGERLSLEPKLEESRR
ANO1 block = mouse TMEM16A channel inhibition, primary screen; AID 588511; HEK293 TMEM16A/YFP iodide influx fluorescence, ionomycin; Q8BHY3; actives 1.2% (n = 310,000); normalized B-score (activity score, 25-100; higher = stronger inhibition) at 10 µM;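 active means ratio plate-corrected score three or more library SD toward inhibition, starting fluorescence score within five deviations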;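 further: score derived from kinetic fluorescence span divided by baseline fluorescence per well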
TRPC6 inhibitor = mouse TRPC6 channel inhibition; HEK293-TRPC6, membrane potential dye, ACh-evoked depolarization; hits give low values; B-score at 10 µM; actives 1.1% (n = 310,000);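 active means B-score under library mean minus 3 SD, initial fluorescence not abnormally high, positive integrated signal ratio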;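 further: B-score derived from integrated fluorescence ratio over the kinetic read; more negative B-score means stronger inhibition of depolarization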
TRPC4 inh = TRPC4 (mouse) channel inhibition | Q9QUQ5 | HEK293 TRPC4beta/mu-opioid, DAMGO-evoked Fluo4 calcium flux; hits give low values | B-score at 10 µM | actives 0.39% (n = 300,000);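 active means B-score over 3 SD under the library average, no early fluorescence shift, positive overall ratio signal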
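Assay system: HEK293 cells with stable TRPC4beta plus mu-opioid receptor expression; Probe or stimulus: DAMGO in two steps, submaximal then maximal; Dosing: single-point compound dosing; Measured by: Fluo4 calcium-dye fluorescence, kinetic read; Read-out basis: B score from integrated Fluo4 fluorescence ratio.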
MrgX1 allo act = allosterically activates human MrgX1 receptor signaling; actives 0.63% (n = 310,000); B-score at 10 µM; MrgX1-HEK293, Fluo-4 calcium flux, FDSS; hits give high values; AID 588675;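 active means plate-corrected calcium response at least 3 library SD above typical, normal starting fluorescence, not activating the receptor alone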;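 further: compound read alongside a low EC10 to EC30 dose of BAM8-22 agonist; peak minus trough fluorescence over baseline measured at the second addition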
TRPC4 agonist = activators of mouse TRPC4 channel; Q9QUQ5; HEK293 TRPC4beta/mu-opioid, Fluo4 calcium fluorescence; hits give high values; B-score at 10 µM; actives 0.49% (n = 310,000); AID 2237;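 active means B-score above 5 SD of library B-scores, and initial fluorescence ratio not above library mean plus 5 SD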;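 further: positive B-score marks a calcium rise read as TRPC4 activation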
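system = HEK293 cells stably co-expressing mouse TRPC4beta and mu-opioid receptor | schedule = Fluo4 dye loading 45 min at room temperature, 110 s recording | measure = B-scored integrated calcium fluorescence ratio | signal = Fluo4 calcium-sensitive dye fluorescence, kinetic, 1 Hz baseline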
RGS4 block = inhibitors of human RGS4 | AID 463165 | actives 0.45% (n = 310,000) | HEK293 M3R/RGS4 inducible, Fluo-4 calcium flux; hits give high values; triggered by carbachol at its EC20 | P49798 | B-score at 10 µM;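 active means B-score, a plate-corrected calcium signal, over three deviations above library mean, with baseline fluorescence within five deviations of library mean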;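 further: RGS4 expression induced by doxycycline in cells with stable M3 receptor; B-score is computed from the integrated fluorescence ratio over baseline after carbachol; higher B-score means a larger calcium signal and so more RGS4 inhibition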
An asterisk follows results filed as active; i = inactive; . = not tested or not shown.

SMILES	ANO1 activ	TRPC4 PAM	MrgX1 ag	MrgX1 antag	TRPC6 activator	ANO1 block	TRPC6 inhibitor	TRPC4 inh	MrgX1 allo act	TRPC4 agonist	RGS4 block
CCOC(=O)c1sc(NC(=O)C(OC(C)=O)c2ccccc2)nc1C (stereo not given)	i	i	i	i	i	i	i	i	i	i	i
CCOC(=O)CCC(NC(=O)c1cncc(O)c1)C(=O)OCC (stereo not given)	i	i	i	i	i	i	i	i	i	i	i
Cc1c(O)c2cccnc2[nH]c1=O	i	i	i	i	i	i	i	i	i	i	i
CCOc1ccc(NC(=O)c2nnn(CC(=O)Nc3ccccc3OCC)c2N)cc1	i	i	i	i	i	i	i	i	i	i	i
O=C(NCc1ccco1)c1cccc(S(=O)(=O)N2CCN(Cc3ccccc3)CC2)c1	i	i	i	i	i	i	i	i	i	i	i
CC1CC(=O)N(CC(=O)Nc2ccc3c(c2)OCCO3)c2ccccc2S1 (stereo not given)	i	i	i	i	i	i	i	i	i	i	i
Cc1nc2ccc([N+](=O)[O-])cc2s1	i	i	i	i	i	i	i	i	i	i	i
CCCCOc1ccc(CNC(=O)NS(=O)(=O)c2ccc(OCC(C)C)cc2)cc1	i	i	i	i	i	i	i	i	i	i	i
CC(C)(C)C1CCC(OC(=O)CN2CCOCC2)CC1 (stereo not given)	i	i	i	i	i	i	i	i	i	i	i
CCCCN(CC(=O)Nc1c(C)cccc1CC)C(=O)SCC	i	i	i	i	i	i	i	i	i	i	i
CCC(=O)NC(=S)NNC(=O)c1ccc([N+](=O)[O-])cc1	i	i	i	i	i	i	i	i	i	i	i
COc1ccc(/C=C2\SC(c3ccc(C)cc3)=NC2=O)cc1OC	i	i	i	i	i	i	i	i	i	i	i
COc1cccc(-c2nc(CS(=O)CC(=O)NCc3ccccc3)c(C)o2)c1 (stereo not given)	i	i	i	i	i	i	i	i	i	i	i
COc1ccc(C(=O)OCC(=O)NC2CCCC2)cc1OC	i	i	i	i	i	i	i	i	i	i	i
NC(=O)C1CC(O)CN1c1nc(CN2CCOCC2)nc2scc(-c3ccccc3)c12 (stereo not given)	i	i	i	i	i	i	i	i	i	i	i
Cc1nc(-c2cccs2)sc1C(=O)NN	i	i	i	i	i	i	i	i	i	i	i
CCCNC(=S)N1CC2(C)CN(C(=O)C(=O)OC)CC(C)(C1)C2=O	i	i	i	i	i	i	i	i	i	i	i
Nn1c(SCC(=O)N2CCCc3ccccc32)nnc1-c1ccc(Cl)cc1	i	i	i	i	i	i	i	i	i	i	i
C/C(N)=C(/C#N)C(=O)CSc1cc(C)c2ccccc2n1	i	i	i	i	i	i	i	i	i	i	i
O=C(O)CN1C(c2ccccc2)=Nc2ccc(Br)cc2C1c1ccccc1 (stereo not given)	i	i	i	i	i	i	i	i	i	i	i
O=C(N/N=C/c1ccncc1)c1ccccn1	.	i	i	i	i	i	i	i	i	i	i
O=S(=O)(NC1CCCC1)c1ccc(S(=O)(=O)NC2CCCC2)cc1	.	i	i	i	i	i	i	i	i	i	i
COc1cccc(CNC(=O)CCS(=O)(=O)c2ccc3c(c2)NC(=O)C(C)S3)c1 (stereo not given)	i	i	i	i	i	i	i	i	i	i	i
O=C(Cc1ccccc1)NS(=O)(=O)c1ccc(N=NN2CCOCC2)cc1	i	i	i	i	i	i	i	i	i	i	i
C=C(C)c1cccc(C(C)(C)NC(=O)Nc2cccnc2)c1	i	i	i	i	i	i	i	i	i	i	i
O=C(Nc1ccc(S(=O)(=O)N2CCN(Cc3ccccc3)CC2)cc1)c1cnccn1	i	i	i	i	i	i	i	i	i	i	i
COc1cc2c(cc1OC)/C(=C/C(=O)c1ccc([N+](=O)[O-])c(C)c1)NCC2	i	i	.	.	i	.	i	i	.	i	i
CC(C)CC1(C(=O)NCCc2c[nH]c3ccccc23)C=CCN1C(=O)c1ccccc1 (stereo not given)	i	i	i	i	i	i	i	i	i	i	i
CC(=O)Nc1ccc(C(=O)NNC(=O)C2C3CCCCC32)cc1 (stereo not given)	i	i	i	i	i	i	i	i	i	i	i
O=C(O)CN1C(=O)/C(=C/c2cccc(Cl)c2)Oc2ccccc21	i	i	i	i	i	i	i	i	i	i	i
Cc1cc(C)c(S(=O)(=O)Nc2ccc(O)cc2)c(C)c1	i	i	i	i	i	i	i	i	i	i	i
CCc1ccc(NC(=O)c2ccccc2Br)cc1	i	i	i	i	i	i	i	i	i	i	i
CSCCC(NC(=O)c1ccccc1Cl)C(=O)NCCOc1ccccc1 (stereo not given)	i	i	i	i	i	i	i	i	i	i	i
CCN(CC)S(=O)(=O)c1ccc(NC(=O)c2ccc(N(C)S(C)(=O)=O)cc2)cc1	i	i	i	i	i	100*	i	i	i	i	i
Cc1ccc(Sc2ncccc2C(=O)NC2CCCCCC2)cc1C	i	i	i	i	i	i	i	i	i	i	i
CN(C)C(=O)/C(C#N)=C\c1cc(Br)c(Sc2ccc(Cl)cc2)o1	i	.	i	i	.	i	.	.	i	.	.
Clc1ccc(C(c2ccccc2Cl)C(Cl)Cl)cc1 (stereo not given)	i	.	i	i	.	i	.	.	i	.	.
O=C(c1cccc(Cl)c1)C1CCCN(Cc2ccc(N3CCNC3=O)cc2)C1 (stereo not given)	i	i	i	i	i	i	i	i	i	i	i
COCCn1c(SCC(=O)N(C)C2CCS(=O)(=O)C2)nc2ccccc2c1=O (stereo not given)	i	i	i	i	i	i	i	i	i	i	i
CN=c1sc(C(=O)Nc2cccc(Cl)c2)cc(=O)n1C	i	i	i	i	i	i	i	i	i	i	28*
Cn1c(N)c(C(=O)COC(=O)c2cccc(S(=O)(=O)N3CCCCC3)c2)c(=O)n(C)c1=O	i	i	i	i	i	i	i	i	i	i	i
CCc1ccc(-c2cc(C(=O)NCCCn3ccnc3)c3ccccc3n2)s1	.	i	i	i	i	i	i	i	i	i	i
COc1ccc(NC(=O)c2c(-c3ccccc3)noc2C)c(OC)c1	i	i	i	i	i	i	i	i	i	i	i
O=C(CCCl)N1CCCC2(CCCCC2)C1	i	i	i	i	i	i	i	i	i	i	i
O=C(N/N=C/c1coc2ccc(Cl)cc2c1=O)c1ccc(O)cc1	i	i	i	i	i	i	i	i	i	i	i
CCOC(=O)C1CCN(C(=O)N(C)C)CC1	i	i	i	i	i	i	i	i	i	i	i
Cc1ccc(C)c(COC(=O)c2cc(S(=O)(=O)N3CCCCC3)ccc2N2CCOCC2)c1	i	i	i	i	i	i	i	i	i	i	i
Cc1cc(N2C(=O)C3C4C=CC(C4)C3C2=O)no1 (stereo not given)	i	i	i	i	i	i	i	i	i	i	i
COC(=O)c1c(C)[nH]c(C(=O)OC(C)C(=O)N(C)C2CCCCC2)c1C (stereo not given)	i	i	i	i	i	i	i	i	i	i	i
CCCOC1CCCN(C(=O)c2cc(COc3ccc(F)c(F)c3)on2)C1 (stereo not given)	i	i	i	i	i	i	i	i	i	i	i
Nc1sccc1C(=O)c1ccc(Cl)cc1	i	i	.	.	i	.	i	i	.	i	i
CCc1cc(C)cc(OCCNC(=O)c2ncn[nH]2)c1	i	i	i	i	i	i	i	i	i	i	i
Cc1c(C(=O)N/N=C/c2ccccn2)nnn1-c1nonc1N	i	i	i	i	i	i	i	i	i	i	i
COc1ccc2[nH]c(C)c(CCN3C(=O)OC(C)(C)C3(C)O)c2c1 (stereo not given)	i	i	i	i	i	i	i	i	i	i	i
CCCCn1c(C23CC4CC(CC(C4)C2)C3)n[nH]c1=S	i	i	i	i	i	i	i	i	i	i	i
CNC(=O)c1cc(C(=O)c2ccccc2Br)c[nH]1	i	i	i	i	i	i	i	i	i	i	i
COc1ccc(Nc2nc(N)nc(CSc3nncn3C)n2)cc1	i	i	i	i	i	i	i	i	i	i	i
COCCNC(=O)C1CC(c2cccc(OC)c2)=NO1 (stereo not given)	i	i	i	i	i	i	i	i	i	i	i
Cn1c(O)c(N=NC(=O)CNC(=O)c2ccccc2)c2cc(Br)ccc21	i	i	i	i	i	i	i	i	i	i	i
Cc1ccc(C(=O)Nc2cccc(C(F)(F)F)c2)cc1Nc1ncnc2nc[nH]c12	.	i	i	i	i	i	i	i	i	i	i

More structures.
SMILES	ANO1 activ	TRPC4 PAM	MrgX1 ag	MrgX1 antag	TRPC6 activator	ANO1 block	TRPC6 inhibitor	TRPC4 inh	MrgX1 allo act	TRPC4 agonist	RGS4 block
Fc1ccccc1/C=N/Nc1nc(N2CCCCC2)nc(N2CCCCC2)n1	i	i	i	i	i	i	i	i	i	i	i
Cc1ccc(-c2csc3nc(SCC(=O)N(C)C)n(Cc4ccccc4)c(=O)c23)cc1	i	i	i	i	i	i	i	i	i	i	i
FC(F)(F)c1ccnc(Sc2n[nH]c(C(F)(F)F)n2)c1	i	i	i	i	i	i	i	i	i	i	i
Cc1ccc(C(=O)OC2CCN(c3ccc([N+](=O)[O-])cc3)CC2)cc1	i	i	i	i	i	i	i	i	i	i	i
O=S(=O)(NCCOCCNS(=O)(=O)c1ccccc1)c1ccccc1	i	i	i	i	i	i	i	i	i	i	i
O=C1c2ccc([N+](=O)[O-])cc2C(=O)N1CNc1ccccn1	i	i	i	i	i	i	i	i	i	i	i
O=C(Nc1nccs1)C1CCN(S(=O)(=O)c2ccccc2)CC1	i	i	i	i	i	i	i	i	i	i	i
O=C(CSc1c2c(nc3cc(Cl)ccc13)CCCC2)NCCCN1CCOCC1	i	i	i	i	i	i	i	i	i	i	i
CCOc1ccc(S(=O)(=O)NCc2ccccn2)cc1NC(=O)c1ccccc1F	i	i	i	i	i	i	i	i	i	i	i
CCC(C)[C@H](NC(=O)C1CCC(CNC(=O)[C@@H]2CCCN2C(=O)OC(C)(C)C)CC1)C(=O)O (stereo not given in full)	i	i	i	i	i	i	i	i	i	i	i
O=C(CCc1nnc(Cc2cccc(C(F)(F)F)c2)o1)NCCc1ccccc1F	i	i	i	i	i	i	i	i	i	i	i

The order is random (roughly 5.8% active in at least one column).
